# Bioassay records as filed in PubChem BioAssay.
# DAGLB inhibitor: DAGLB lipase inhibitors, primary screen, biochemical, fluorescence, HTS. 340,000 tested, 0.059% active. HEK293T DAGLB membrane lysate, EnzChek fluorogenic substrate. inhibition, % at 5.17 µM. Diacylglycerol lipase-beta (Homo sapiens), Q8NCG7. AID 504411, 2011; in the data active means inhibition above about 34%;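 further: 0% = enzyme with vehicle and 100% = wells lacking enzyme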
# Target sequence (Q8NCG7 whole entry, looked up): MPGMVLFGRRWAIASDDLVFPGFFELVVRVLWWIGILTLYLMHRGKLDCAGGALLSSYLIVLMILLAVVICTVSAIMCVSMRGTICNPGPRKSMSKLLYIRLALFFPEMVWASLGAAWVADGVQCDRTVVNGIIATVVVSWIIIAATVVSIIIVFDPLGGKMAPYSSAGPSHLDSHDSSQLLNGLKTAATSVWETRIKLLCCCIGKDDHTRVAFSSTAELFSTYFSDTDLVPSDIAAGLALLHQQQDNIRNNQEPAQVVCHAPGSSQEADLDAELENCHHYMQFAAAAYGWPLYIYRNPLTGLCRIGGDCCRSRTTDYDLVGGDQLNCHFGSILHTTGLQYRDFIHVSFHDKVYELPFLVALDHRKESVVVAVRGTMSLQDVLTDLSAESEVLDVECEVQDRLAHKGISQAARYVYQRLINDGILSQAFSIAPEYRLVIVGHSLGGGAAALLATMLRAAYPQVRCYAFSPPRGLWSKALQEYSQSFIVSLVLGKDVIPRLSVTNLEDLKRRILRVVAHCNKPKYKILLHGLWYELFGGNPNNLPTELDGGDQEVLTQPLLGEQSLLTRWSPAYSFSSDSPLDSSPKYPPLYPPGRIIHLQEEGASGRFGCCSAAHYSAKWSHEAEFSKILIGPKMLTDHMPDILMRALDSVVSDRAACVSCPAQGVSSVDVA
# PvdQ inh: P. aeruginosa PvdQ acylase inhibitors, primary screen, biochemical, fluorescence, plate reader and imaging, single point; purified PvdQ acylase; inhibition, % at 10 µM; 340,000 tested, 0.063% active; AID 488965, 2010; in the data active means inhibition above about 30%, passing the limit was not always enough; inconclusive means no clear call, values can overlap the other calls;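 further: 0% = vehicle neutral wells and 100% = reference inhibitor wells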
# Rtt109 HAT inh: inhibitors of C. albicans Rtt109/Vps75 HAT, primary screen, biochemical, ThioGlo CoA-SH fluorescence, plate reader; 330,000 tested, 0.16% active; purified Rtt109/Vps75, 4 h; inhibition, % at 34.9 µM; Histone acetyltransferase RTT109 (Candida albicans (strain SC5314 / ATCC MYA-2876)), …;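 active means inhibition of at least 50% in every replicate; inconclusive means best replicate reaches 50% inhibition but some replicates fall short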
# Target sequence (Q5AAJ8 whole entry, looked up): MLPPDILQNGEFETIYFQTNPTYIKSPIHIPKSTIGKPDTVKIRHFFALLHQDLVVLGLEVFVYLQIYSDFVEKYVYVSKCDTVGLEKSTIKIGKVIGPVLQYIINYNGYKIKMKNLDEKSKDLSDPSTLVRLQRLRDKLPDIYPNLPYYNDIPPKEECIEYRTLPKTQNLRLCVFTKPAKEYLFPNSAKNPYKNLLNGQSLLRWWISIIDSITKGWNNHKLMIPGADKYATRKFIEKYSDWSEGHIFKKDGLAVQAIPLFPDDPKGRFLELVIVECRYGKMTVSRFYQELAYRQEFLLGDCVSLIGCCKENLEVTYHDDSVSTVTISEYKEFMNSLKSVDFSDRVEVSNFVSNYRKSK
# Wnt bcat act: Wnt/beta-catenin pathway activators, primary screen, cell-based, plate reader, single point. Wnt/beta-catenin reporter cell assay, activator. activation, % at 9.35 µM. 300,000 tested, 1.2% active; in the data active means activation above about 30%, passing the limit was not always enough; inconclusive means no clear call, values can overlap the other calls;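 further: 0% = neutral control wells and 100% = positive control wells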
# PfHsp90 set2: growth inhibition of PfHsp90-expressing yeast, primary screen, antimalarial PfHsp90 inhibitor project, S. cerevisiae, BacTiter-Glo luminescence, single point, set 2 | AID 504621, 2011 | 310,000 tested, 0.32% active | BacTiter-Glo ATP, 48 h; yeast lacking PDR1 and PDR3 efflux regulators | inhibition, % at 9.4 µM;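 active means every replicate shows inhibition above about 80%, whatever the replicate mean, limit read from the data; inconclusive means mean inhibition reaches the set limit but some replicate falls short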;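 further: 0% = DMSO neutral controls and 100% = 20 µM radicicol positive controls; yeast relying on Plasmodium falciparum Hsp90 in place of its own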
# phage Ecoli inh: growth loss of phage-infected E. coli, primary screen, RecBCD inhibitor project, absorbance, with phage, HTS. inhibition, % at 11.9 µM. 360,000 tested, 0.26% active. AID 651602, 2012; in the data active means inhibition above about 11%
# Tat transport: E. coli Tat export inhibitors, primary screen, MC4100, TorA-mCherry reporter, fluorescence, single point. 340,000 tested, 0.036% active. inhibition, % at 10 µM;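 active means mean replicate inhibition at least 50% and at least half of replicates individually reaching 50%; inconclusive means only one of the two criteria met; inactive means neither criterion met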;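 further: exported cargo escapes ClpAP degradation while cytoplasmic cargo is degraded and loses fluorescence; 0% = median of neutral control wells and 100% = median of NaSCN control wells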
# E coli growth: E. coli V3065 growth inhibition, primary screen, counter-screen for AddAB inhibitor project, absorbance, OD600 | 330,000 tested, 0.27% active | 18 h | AID 449728, 2010 | inhibition, % at 11.9 µM;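 active means inhibition above the campaign's mean inhibition across all tested compounds plus 3 SD, cut at about 9.9% in these data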;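 further: uninfected addAB+ strain grown without phage in ampicillin broth; 0% = DMSO wells and 100% = ciprofloxacin 0.95 µg/ml wells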
# AddAB inh: growth inhibition of E. coli expressing H. pylori AddAB, primary screen, AddAB inhibitor project, absorbance | 330,000 tested, 0.29% active | inhibition, % at 11.9 µM | AID 435030, 2010; in the data active means inhibition above about 12%;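 further: 0% = vehicle wells of infected cells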
# CAL PDZ inh: CAL PDZ peptide-binding inhibitors, primary screen, biochemical, fluorescence polarization, Cer-tagged CAL PDZ, HTS | Golgi-associated PDZ and coiled-coil motif-containing protein (Homo sapiens), Q9HD26 | purified CAL PDZ, TMR-peptide fluorescence polarization, 1 h | inhibition, % at 20 µM | 330,000 tested, 0.02% active | AID 504414, 2011;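 active means highest replicate inhibition of at least 40%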;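 further: plate controls were DMSO neutral control wells for no effect and unlabeled competitor peptide control wells for full effect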
#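 Control set: unlabelled peptide and DMSO controls / Material: purified CerCALP PDZ construct / Timing: 1 h incubation at room temperature before polarization reading / Doses: 20 µM, one dose / Detection: fluorescence polarization (mP)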
# An asterisk follows results filed as active; ? = inconclusive; . = no result given.
canonical_smiles	DAGLB inhibitor	PvdQ inh	Rtt109 HAT inh	Wnt bcat act	PfHsp90 set2	phage Ecoli inh	Tat transport	E coli growth	AddAB inh	CAL PDZ inh
Cc1cc(C)c(NC(=O)CN2C(=O)NC3(CCCc4ccccc43)C2=O)c(Cl)c1 (stereo unspecified)	2	-14	7	-4	6	2.3	-7	0.8	-1.7	-2.1
CC(C)c1cccc(C2=CC(=O)C[C@H](c3ccc(F)cc3)C2)c1	-21	3	-4	2	-49	-0.1	5	1.4	1.1	1.0
Nc1ncnc2nc(SCC(=O)Nc3ccccc3F)[nH]c12	0	-14	-26	-5	-12	5.4	-2	-0.9	3.6	-1.5
Cc1ccc(-c2nnn(CC(=O)N(CCCO)C(C(=O)NC3CCCC3)c3ccc(Cl)cc3)n2)o1 (stereo unspecified)	-1	-2	-6	-2	-15	2.1	0	-2.3	0.2	-2.5
CSc1nn2c(C(F)(F)F)cc(C(F)(F)F)nc2c1C(=O)O	2	-8	0	-1	8	2.2	4	1.6	4.0	-0.6
Cc1cc(-c2nnc3n2N=C(c2ccc(-c4ccccc4)cc2)CS3)n[nH]1	4	6	0	-4	-27	-2.2	7	-1.8	-1.9	-12
O=C(C1=NN[C@@H]2C(=O)N(c3cccc(F)c3)C(=O)[C@H]12)c1ccc2ccccc2n1	0	-7	1	1	18	2.4	-8	2.5	1.1	-0.5
O=C(Nc1ccccc1-c1ccccc1)NC1CC2CCCC(C1)N2Cc1ccc(F)cc1 (stereo unspecified)	-3	-6	-20	0	-16	3.1	-9	1.6	0.6	-0.1
S=c1[nH]nc(COc2cccc(Cl)c2)n1Cc1ccccc1	8	2	1	-4	-28	1.9	1	-1.4	-0.7	-1.2
COc1ccc(C2CC(c3cc(Br)ccc3F)n3nnnc3N2)cc1 (stereo unspecified)	-3	-15	12	.	-15	2.3	4	1.2	2.2	-1.0
CC1=NN(c2nc(N)nc(/C(C#N)=C/c3ccc([N+](=O)[O-])o3)n2)C(C)(C)C1	-1	3	6	-6	8	-0.6	-3	.	.	-0.5
c1ccc(-c2ncc(CSc3nncn3-c3ccccc3)s2)cc1	1	-15	5	.	-7	1.3	2	1.1	3.4	-3.2
Cc1cc[n+]2n1CC(O)C2 (stereo unspecified)	.	-4	1	5	-4	-0.1	-7	1.6	1.0	-1.6
CCSc1nc(N2CCCCC2)c2c(c1C#N)CCCC2	-3	-12	-9	2	2	1.0	2	-0.9	0.3	0.0
COC(=O)c1ccc(/C=C2/SC(=S)N(CCCC(=O)Nc3ccccn3)C2=O)cc1	4	3	-10	.	3	1.3	-5	1.2	3.7	0.5
CC(C)(C)N(Cc1ccccc1)C(=O)COC(=O)Cn1cnc2ccccc2c1=O	1	-9	3	-1	8	2.4	7	0.3	1.4	-0.4
Nn1c(SCC(=O)NC2CCCCC2)nnc1-c1ccccc1	2	-9	-4	2	7	2.8	-2	-0.5	2.0	-2.0
Cc1ccc(C(=O)OCC(=O)N2CC(C)OC(C)C2)cc1 (stereo unspecified)	3	-9	-4	0	3	0.7	-5	0.6	3.1	-2.8
O=C(Cn1nc(-c2ccccc2)c2ccccc2c1=O)NN1CCOCC1	-2	-2	13	-1	1	4.4	-10	1.1	2.3	-0.8
CN(CC(=O)Nc1ccc(Cl)c(C(F)(F)F)c1)C(=O)c1ccc(OCC2CCCO2)cc1 (stereo unspecified)	-5	4	.	-1	2	-0.3	-2	1.4	1.4	-1.6
CN(C)S(=O)(=O)c1ccc(C(=O)NCC(c2cccs2)N2CCOCC2)cc1 (stereo unspecified)	-2	11	40	-2	.	0.4	4	1.8	2.1	-1.3
CC(C)NC(=S)N1CCN(C(c2ccccc2)c2ccccc2)CC1	1	-7	-2	-1	-9	3.1	10	-1.2	-1.2	-1.9
CS(=O)(=O)N(CC(=O)NCCSC1CCCCC1)c1ccc2c(c1)OCO2	-4	7	0	.	6	2.7	-3	-0.7	-0.8	0.7
CCOC(=O)c1cnn(-c2cc(C)cc(C)c2)c1N	-1	5	-9	-3	11	2.2	7	-0.5	0.4	-0.9
O=S(=O)(c1cccc2nsnc12)N1CCN(c2ccccc2F)CC1	0	1	-8	-1	7	2.6	-2	-2.1	1.7	.
C(CNC1C2CC3CC(C2)CC1C3)CN1CCOCC1 (stereo unspecified)	-3	-12	-8	0	-3	1.0	2	2.8	4.1	-0.1
O=C(COC(=O)c1ccc(F)c(S(=O)(=O)N2CCOCC2)c1)NC1CC1	1	-9	0	-4	-50	3.6	-3	0.5	2.9	1.2
CNC(=O)c1nc[nH]c1C(=O)NC	3	-8	-3	6	50	1.7	1	2.7	1.4	-1.3
Cc1cc(C(F)(F)F)nn1CC(=O)NNC(=S)NCC(C)C	-3	-13	3	.	8	2.3	-3	-1.0	1.0	-0.3
Cc1ccc(S(=O)(=O)N(CCCc2c(C)nc[nH]c2=O)c2ccccc2)cc1	-1	-2	-7	0	.	2.1	3	.	.	0.2
COc1ccc(OC)c(NC(=O)CSc2ccc(-c3ccco3)nn2)c1	4	-10	2	24	-16	0.8	2	1.6	1.0	-2.3
Cc1cc2nnc(SCC(=O)NCc3cccs3)n2c(N)n1	-2	-4	-2	.	.	2.7	-2	-0.8	0.0	-0.3
CCC(=O)Nc1sc2c(c1C(N)=O)CCC2	-2	-8	-8	.	.	3.0	-1	-2.3	1.1	-2.1
O=C(NCC1CCCO1)c1ccc2c(c1)N(Cc1ccccc1)CCS2 (stereo unspecified)	1	-8	-40	-1	4	3.6	3	0.3	3.7	-0.8
CCc1cc2c3c([nH]c2cc1S(=O)(=O)NCCCOC)CC(C)(C)CC3=O	-1	10	.	-2	8	-0.9	-2	-3.7	-3.3	-1.2
Cc1ccc(C(=O)O)cc1NC(=O)c1cccs1	2	-3	-5	0	-5	4.5	-1	-2.4	0.3	-0.9
CCn1cc(CN2CCC(Oc3ccc(C(=O)N4CCCCC4)cc3)CC2)cn1	-2	12	14	-3	5	1.8	-4	2.2	1.8	1.6
Cn1cc(Br)c(C(=O)Nc2c(F)c(F)c(F)c(F)c2F)n1	0	-8	-4	-2	3	3.0	-3	2.1	4.2	-0.2
CN(CC(=O)NC(=O)NCc1ccccc1)Cc1ccc(Cl)cc1	-3	0	7	6	13	4.8	-6	-0.9	1.4	1.3
Cc1ccc(-n2c(C)nc3oc4ccccc4c(=O)c3c2=O)cc1	2	-4	-3	?	-42	1.5	-5	-0.9	-0.3	-0.3
Cc1nc2cc(NC(=O)CCS(=O)(=O)c3ccccc3)ccc2s1	-4	10	11	5	8	4.1	-6	-1.6	1.3	-2.1
O=C(Nc1ccc(N2CCCC2)cc1)c1cccc(F)c1	4	-13	13	22	-23	1.4	2	-1.8	0.5	-0.5
COc1cccc(NC(=O)c2csc3c2CCCC3)c1	-6	-11	-3	46*	-5	2.9	-3	1.3	-0.2	-1.1
Cn1c(=O)[nH]c(=O)c2c1nc(NCCCn1ccnc1)n2Cc1cccc(Br)c1	2	-12	2	.	-5	1.3	1	0.2	2.4	-1.6
Clc1cccc(Cl)c1CSc1nnc(-c2ccncc2)s1	-1	-4	1	6	-31	-2.0	-3	0.3	2.4	-0.8
CC(O)[C@@]1(O)CC[C@H]2[C@@H]3CC[C@H]4C[C@@H](O)CC[C@]4(C)C3=CC[C@@]21C (stereo partly specified)	1	1	9	-5	12	2.6	5	3.5	1.1	-0.6
O=C(CSc1nccn1-c1cccc(Cl)c1)NC1CCCC1	-2	-7	-14	-3	20	2.3	3	-1.7	0.3	-0.9
O=C(c1cc2cc(Cl)ccc2oc1=O)N1CCOCC1	-2	-7	-1	.	9	2.0	3	-0.2	2.7	0.6
O=C(Cc1ccc(Br)cc1)NCCc1ccc(F)cc1	-9	-2	-1	0	-7	4.2	-3	-0.7	0.7	0.0
NC(=O)c1ccccc1OCCOCCOCCOc1ccccc1C(N)=O	3	-4	-3	-2	8	3.4	8	-0.1	-1.4	-0.7
COc1ccccc1NS(=O)(=O)c1cccc(NS(=O)(=O)c2ccc(Cl)c(C(=O)O)c2)c1	5	-8	8	-3	-31	1.9	5	-4.1	-2.8	0.6
O=C(Nc1cccc(NC(=O)c2sc3ccccc3c2Cl)c1)c1ccco1	-2	?	2	0	9	2.1	-3	-3.2	-0.6	-0.5
Cc1nn(-c2ccccc2)c(N2CCCC2)c1/C=N/NC(=O)C1CC1	-1	-12	4	-2	.	-1.1	5	-0.4	0.7	0.1
COc1ccc(OC)c(/C=C/C(=O)OCC(=O)c2c(N)n(C)c(=O)n(C)c2=O)c1	-2	-7	-2	-1	-13	0.0	7	-1.4	0.3	15
Cc1cccc(-c2nsc(SCC(=O)Nc3cc(C)on3)n2)c1	-1	-7	7	21	-14	3.7	0	1.3	0.7	-4.4
CC(C)(C)n1nc2c(c1NC(=O)c1cc(Cl)ccc1[N+](=O)[O-])CS(=O)(=O)C2	-1	-11	0	2	12	1.8	-1	1.4	2.3	-1.2
CCOc1ccc(-n2c(=O)c3c4c(sc3n(CC(=O)NCC3CCCO3)c2=O)CCCC4)cc1 (stereo unspecified)	-1	-9	-3	-2	13	1.4	-5	-0.6	2.1	0.1
O=C(Oc1cc(-c2ccccc2)no1)c1cccc(C(F)(F)F)c1	1	-17	-9	.	12	0.3	-2	-2.6	2.0	-0.5
CCOC(=O)c1sc(NC(=O)CSc2nc(-c3ccco3)cc(C(F)(F)F)n2)c(C#N)c1C	-2	4	3	.	-11	-0.4	-3	-2.5	-1.1	-0.5
Cc1ccc(C(=O)Nc2ccccc2NC(=O)c2ccc(C)o2)o1	-4	-10	-2	.	-22	-0.7	-2	0.7	1.0	.
COc1ccc2cc(C3CC(c4ccco4)=NN3S(C)(=O)=O)c(Cl)nc2c1 (stereo unspecified)	-1	-3	-6	10	-8	0.8	-2	0.2	-0.6	-1.3

# Ordered by the number under Wnt bcat act (smallest number first): some entries from above.
compound | DAGLB inhibitor | PvdQ inh | Rtt109 HAT inh | Wnt bcat act | phage Ecoli inh | Tat transport | CAL PDZ inh
CC(O)[C@@]1(O)CC[C@H]2[C@@H]3CC[C@H]4C[C@@H](O)CC[C@]4(C)C3=CC[C@@]21C (stereo partly specified) | 1 | 1 | 9 | -5 | 2.6 | 5 | -0.6
Cn1cc(Br)c(C(=O)Nc2c(F)c(F)c(F)c(F)c2F)n1 | 0 | -8 | -4 | -2 | 3.0 | -3 | -0.2
O=C(Cn1nc(-c2ccccc2)c2ccccc2c1=O)NN1CCOCC1 | -2 | -2 | 13 | -1 | 4.4 | -10 | -0.8
